From PubChem
RNase H inhibition = RNase H inhibition, HIV 1 Gag Pol polyprotein, FRET biochemical assay, screening (AID 372) | hit rate 0.77% among 100,000 | HIV-1 RT RNase H, FRET RNA/DNA substrate fluorescence; higher % means a stronger effect | inhibition, % at 10 µM, or IC50 in µM where a hit was titrated; in the data active = inhibition above about 50%
Starred values were filed as active, the others as inactive.

| molecule | RNase H inhibition |
| --- | --- |
| O=C(NC(Nc1ccc(F)cc1)C(Cl)(Cl)Cl)c1ccco1 (stereo not drawn) | 10% |
| CCOc1ccc(CN2CCN(Cc3c[nH]c4ccccc34)CC2)cc1 | 5% |
| CC1(C)CC(n2c(=S)[nH]c3c(c2=O)C2(CCCCC2)Cc2ccccc2-3)CCO1 (stereo not drawn) | 26% |
| CCOC(=O)C1=C(c2ccccc2)N=c2s/c(=C\c3cccnc3)c(=O)n2C1c1cc(OC)ccc1OC (stereo not drawn) | 11% |
| CCCN(CCC)C(=O)c1ccccc1NC(=O)c1cccs1 | 0% |
| O=C(N/N=C/c1cc(Br)cc(I)c1O)c1ccccn1 | 0% |
| CN1CCc2c(sc3nc(Nc4ccccc4)n(N)c(=O)c23)C1 | 0% |
| C=CCNC1=C(Cl)C(=O)N(c2ccc(C)cc2C)C1=O | 12% |
| COc1ccc(-n2c(/C=C3/C(=O)Nc4ccc(Br)cc43)nc3ccccc3c2=O)cc1 | 4% |
| CCc1ccc(NC(=O)C2CC(=O)N(c3ccc(CC)cc3)C2)cc1 (stereo not drawn) | 0% |
| O=C(O)CCCNC(=O)/C(=C\c1cccc(Br)c1)NC(=O)c1ccccc1 | 9% |
| CN1CCN(S(=O)(=O)c2cc(Cl)ccc2Br)CC1 | 11% |
| Cc1ccc(N2C(=O)/C(=C/c3ccc(OC(C)C(=O)O)cc3)C(=O)NC2=S)c(C)c1 (stereo not drawn) | 9% |
| Brc1cc(/C=N/Nc2ccccn2)oc1Br | 10% |
| CC(=O)Nc1ccc(NC(=O)CSc2ccccn2)cc1 | 3% |
| COc1ccc(NC(=O)C(=O)NNC(=O)COc2ccc(Cl)cc2)c(OC)c1 | 15% |
| Cc1c(C(c2cc(O)c(O)c(Br)c2Br)c2c(C)n(C)n(-c3ccccc3)c2=O)c(=O)n(-c2ccccc2)n1C | 30% |
| COc1cc(/C=C(\C#N)C(=O)Nc2cccc(Cl)c2C)ccc1OCC(N)=O | 12% |
| COc1ccc(-n2c(SCC(=O)c3ccccc3)nc3sc4c(c3c2=O)CCCCC4)cc1 | 15% |
| COc1ccc(NC(=O)c2ccc([N+](=O)[O-])c(C)c2)cc1Cl | 4% |
| N/C(=N\OC(=O)COc1cccc2ccccc12)c1cccc([N+](=O)[O-])c1 | 14% |
| CCCCOc1ccc(/C=C2\SC(=S)N(CCC(=O)OC)C2=O)cc1OC | 1% |
| CCCCOc1ccc(C(=O)NC(=S)Nc2cc(-c3nc4ccccc4o3)ccc2C)cc1 | 22% |
| CC(C)OP(=O)(OC(C)C)C(Nc1cccc([N+](=O)[O-])c1)c1cccc([N+](=O)[O-])c1 (stereo not drawn) | 0% |
| O=C(O)C(Cc1c[nH]c2ccccc12)NS(=O)(=O)c1ccccc1[N+](=O)[O-] (stereo not drawn) | 19% |

16 entries already listed, ordered by count of non-hydrogen atoms, falling:
| molecule | RNase H inhibition |
| --- | --- |
| Cc1c(C(c2cc(O)c(O)c(Br)c2Br)c2c(C)n(C)n(-c3ccccc3)c2=O)c(=O)n(-c2ccccc2)n1C | 30% |
| CCOC(=O)C1=C(c2ccccc2)N=c2s/c(=C\c3cccnc3)c(=O)n2C1c1cc(OC)ccc1OC (stereo not drawn) | 11% |
| CCCCOc1ccc(C(=O)NC(=S)Nc2cc(-c3nc4ccccc4o3)ccc2C)cc1 | 22% |
| COc1ccc(-n2c(/C=C3/C(=O)Nc4ccc(Br)cc43)nc3ccccc3c2=O)cc1 | 4% |
| CC(C)OP(=O)(OC(C)C)C(Nc1cccc([N+](=O)[O-])c1)c1cccc([N+](=O)[O-])c1 (stereo not drawn) | 0% |
| CC1(C)CC(n2c(=S)[nH]c3c(c2=O)C2(CCCCC2)Cc2ccccc2-3)CCO1 (stereo not drawn) | 26% |
| COc1ccc(NC(=O)C(=O)NNC(=O)COc2ccc(Cl)cc2)c(OC)c1 | 15% |
| N/C(=N\OC(=O)COc1cccc2ccccc12)c1cccc([N+](=O)[O-])c1 | 14% |
| CCOc1ccc(CN2CCN(Cc3c[nH]c4ccccc34)CC2)cc1 | 5% |
| CCc1ccc(NC(=O)C2CC(=O)N(c3ccc(CC)cc3)C2)cc1 (stereo not drawn) | 0% |
| CN1CCc2c(sc3nc(Nc4ccccc4)n(N)c(=O)c23)C1 | 0% |
| COc1ccc(NC(=O)c2ccc([N+](=O)[O-])c(C)c2)cc1Cl | 4% |
| O=C(NC(Nc1ccc(F)cc1)C(Cl)(Cl)Cl)c1ccco1 (stereo not drawn) | 10% |
| C=CCNC1=C(Cl)C(=O)N(c2ccc(C)cc2C)C1=O | 12% |
| CN1CCN(S(=O)(=O)c2cc(Cl)ccc2Br)CC1 | 11% |
| Brc1cc(/C=N/Nc2ccccn2)oc1Br | 10% |

(list continues)
| molecule | RNase H inhibition |
| --- | --- |
| CCCc1cc(=O)oc2c(C)c(OC(C)=O)ccc12 | 6% |
| CCOC(=O)c1c(C)n(C)c2cc(Br)c(O)c(O)c12 | 45% |
| CC(Oc1ccccc1)C(=O)Nc1ccc2[nH]c(=O)[nH]c2c1 (stereo not drawn) | 6% |
| CC(=O)N/N=C\c1cc(C)cc(/C=N\NC(C)=O)c1O | 6% |
| CC(=O)Nc1n[nH]c(-c2ccc(C)cc2)c1C | 0% |
| Cc1ccc(OCCOc2ccc(Cl)cc2/C=C2\SC(N)=NC2=O)cc1C | 14% |
| O=C(Nc1ccc(Cl)cn1)c1cccc(OCc2ccccc2)c1 | 19% |
| O=C(CC1S/C(=N\N=C\c2cccc(O)c2)NC1=O)Nc1ccc(Cl)c(Cl)c1 (stereo not drawn) | 17% |
| O=C1NC(=S)S/C1=C/c1cn(Cc2ccccc2Cl)c2ccccc12 | 40% |
| CCOc1ccc(OCCCCOc2ccccc2[N+](=O)[O-])cc1 | 21% |
| Cc1ccccc1NC(=O)C(=O)NCc1ccc2c(c1)OCO2 | 11% |
| O=C(/C=C/c1ccc(F)cc1)NC1CCCC1 | 0% |
| CC(=O)c1cccc(NC(=O)c2cc(Br)ccc2Cl)c1 | 11% |
| CN1C(=O)CC(C(=O)O)SC1=Nc1cccc(C(F)(F)F)c1 (stereo not drawn) | 25% |
| CC1(C)CC(=O)c2sc(NC(=O)CSC3=NCCS3)nc2C1 | 11% |
| CCOC(=O)C1=C(C)N=C2SC(C)C(=O)N2C1c1ccc(OC)cc1 (stereo not drawn) | 2% |
| O=C(N/N=C/c1ccc(OC(=O)c2cccs2)cc1)c1cccc(F)c1 | 33% |
| COc1cccc(NC(=O)C(=O)NCc2cccnc2)c1 | 0% |
| O=C1c2cc(Cl)c(Cl)cc2C(=O)N1c1ccccc1O | 15% |
| O=C(/C=C/c1ccc(F)cc1)Nc1nc(-c2cccc([N+](=O)[O-])c2)cs1 | 18% |
| COc1cc(OC)c(OC)cc1/C=N/N1CCN(C(c2ccccc2)c2ccccc2)CC1 | 0% |
| CCn1c2ccccc2c2cc(CN3CCN(Cc4cc(OC)c(OC)cc4[N+](=O)[O-])CC3)ccc21 | 14% |
| CC1(C)CC(=O)c2sc(NC(=O)CSc3nc4ccccc4[nH]3)nc2C1 | 3% |
| CCOC(=O)/C=C/C(=O)Nc1sc(Cc2ccccc2)c(C)c1C(N)=O | 15% |
| COc1ccc(S(=O)(=O)N2CCCC2)cc1Br | 2% |
| COc1ccc(N(CC(=O)NCc2ccccn2)S(=O)(=O)c2ccccc2[N+](=O)[O-])c(OC)c1 | 4% |
| O=C1c2ccc3c4c(ccc(c24)C(=O)N1Nc1ccccc1)CC3 | 6% |
| COC(=O)C1=C(C)N=c2s/c(=C/c3ccc(N(C)C)cc3)c(=O)n2C1c1ccccc1 (stereo not drawn) | 0% |
| C=C1c2cc(C)ccc2NC(=O)N1c1ccc(Cl)c(Cl)c1 | 0% |
| COc1cccc(/C=N/Nc2nc(N3CCCCC3)nc(N3CCCCC3)n2)c1O | 4% |
| COc1ccc(Cl)cc1N(CC(=O)N1CCCCCC1)S(=O)(=O)c1ccc(C)c([N+](=O)[O-])c1 | 3% |
| COc1ccccc1OCC(=O)N/N=C/c1ccc(-c2ccccc2Cl)o1 | 1% |
| CCOc1ccccc1/C=N\N1CCN(c2ccccc2OC)CC1 | 7% |
| O=[N+]([O-])c1cccc(/C=N\N2CCN(C(c3ccccc3)c3ccccc3)CC2)c1 | 12% |
| CN1CN=C2SC3(COC(c4ccccc4Cl)OC3)C(=O)N2C1 (stereo not drawn) | 0% |
| O=C(NCCOc1ccc(F)cc1)c1ccccc1-c1ccccc1 | 9% |
| COc1cccc(/C=N/NC(=O)C(=O)N2CCCCCC2)c1OC | 12% |
| C/C(=N\NC(=O)c1cccnc1)c1ccc(F)cc1 | 0% |
| O=C1ON=C(c2ccccc2)/C1=C\c1ccccc1OCc1ccccc1 | 6% |
| C=CCOC(=O)C1=C(C)NC(=O)NC1c1ccccc1OC(C)C (stereo not drawn) | 43% |
| COc1ccc(C2CC(c3ccccc3)=NN2c2ccc([N+](=O)[O-])cc2)cc1 (stereo not drawn) | 24% |
| CC(C)CN(CC(C)C)S(=O)(=O)c1ccc(C(=O)N2CCOCC2)cc1 | 5% |
| COc1ccc(CNC(=O)c2cc3nc(-c4ccc(OC)c(OC)c4)cc(C(F)(F)F)n3n2)cc1 | 13% |
| CN(c1ccccc1)c1ccc(/C=C2\N=C(c3ccccc3)OC2=O)cc1 | 15% |
| CCOC(=O)C1=C(C)N=c2s/c(=C/c3ccc(I)o3)c(=O)n2C1c1ccc(OC)cc1 (stereo not drawn) | 20% |
| O=C1c2ccccc2C(=O)c2c([N+](=O)[O-])ccc(N3CCCCC3)c21 | 17% |
| COC(=O)c1c(C)oc2ccc(OC(C)C(=O)O)cc12 (stereo not drawn) | 0% |
| COC(=O)Cn1cc(/C=C2\C(=O)NC(=O)N(c3ccc(Br)cc3)C2=O)c2ccccc21 | 8% |
| N/C(=N\OC(=O)Cc1ccc(Cl)cc1)c1ccccn1 | 4% |
| O=C(Nc1ccccc1F)c1cc(-c2ccco2)nc2ccccc12 | 11% |

Single entries from above.
Under RNase H inhibition, `O=C1c2ccc3c4c(ccc(c24)C(=O)N1Nc1ccccc1)CC3` shows 6%
Under RNase H inhibition, `CC(=O)Nc1n[nH]c(-c2ccc(C)cc2)c1C` shows 0%
Under RNase H inhibition, `O=C(Nc1ccccc1F)c1cc(-c2ccco2)nc2ccccc12` shows 11%

(next part)
| molecule | RNase H inhibition |
| --- | --- |
| Cc1cccc(N2CCN(S(=O)(=O)c3ccccc3[N+](=O)[O-])CC2)c1C | 34% |
| O=C(COc1ccccc1[N+](=O)[O-])Nc1ccc(Cl)cc1Cl | 7% |
| COc1ccc(C2NC(=O)NC3=C2C(=O)N(Cc2ccccc2)C3)cc1 (stereo not drawn) | 16% |
| CCOc1cccc(C=NN2CCN(c3ccc(Cl)cc3)CC2)c1O | 21% |
| N/C(=N\OC(=O)COc1ccc2ccccc2c1)c1ccc([N+](=O)[O-])cc1 | 1% |
| Clc1cccc(/C=N/n2cnnc2)c1Cl | 32% |
| O=C(COc1ccc(Cl)cc1Cl)Nc1ccccc1I | 31% |
| Cc1ccc(S(=O)(=O)N2CCN(S(=O)(=O)c3ccc(C)cc3)C3OCCOC32)cc1 (stereo not drawn) | 12% |
| CCN(CC)c1nc(-c2ccccc2Cl)nc2ccccc12 | 44% |
| Cc1ccccc1N1C(=O)c2ccc(Oc3ccc([N+](=O)[O-])cc3)cc2C1=O | 8% |
| Cc1cc(NS(=O)(=O)c2ccc(NC(=O)c3cc(-c4ccccc4C)nc4ccccc34)cc2)nc(C)n1 | 7% |
| O=C1NC(=S)N(c2ccc(Cl)c(Cl)c2)C(=O)/C1=C/c1cccs1 | 16% |
| C=CCN1C(=O)/C(=C\c2ccc(OCCOc3cccc(OC)c3)c(OC)c2)SC1=S | 17% |
| Fc1ccc(CSc2nnc(-c3ccc(Cl)cc3Cl)o2)cc1 | 15% |
| COC(=O)c1c(C)[nH]c(/C=C2\C(=O)C=Cc3ccccc32)c1O | 11% |
| O=C1CCCC2=C1C(c1ccc(Cl)c(Cl)c1)Nc1ccccc1N2 (stereo not drawn) | 0% |
| N#CCn1cc(/C=C(/C#N)C(=O)Nc2cccc(Br)c2)c2ccccc21 | 12% |
| Cc1cccc(N2C(=O)CC(N3CCN(C(c4ccccc4)c4ccccc4)CC3)C2=O)c1 (stereo not drawn) | 18% |
| Cc1cc(OCCn2cc(C=O)c3ccccc32)ccc1Cl | 28% |
| CCOc1cc(C2C(C(=O)OCCSCC)=C(C)NC3=C2C(=O)CC(c2ccc(OC)cc2)C3)cc(Cl)c1O (stereo not drawn) | 23% |
| O=C(Nc1nnc(-c2ccc(F)cc2)s1)c1ccc(Cl)cc1 | 7% |
| CCN1C(=O)/C(=C/c2ccc(OCCOc3ccc(OC)cc3)cc2)SC1=S | 2% |
| COc1ccc(N(CC(=O)Nc2cc(Cl)ccc2OC)S(=O)(=O)c2ccccc2)cc1 | 0% |
| O=C(c1cccs1)N1CCc2ccccc2C1 | 15% |
| CCN(CC)c1ccc(N=Cc2cc(Cl)c(N)c(Cl)c2)cc1 | 15% |
| O=C1C(C=Nc2ccc3c(c2)CCC3)=C(O)c2ccccc21 | 31% |
| CN(C)c1ccc(/C=C2\C(=O)N(c3ccccc3)N=C2C(=O)O)cc1 | 0% |
| CCc1ccc(S(=O)(=O)n2c(C)nc3ccccc32)cc1 | 5% |
| COc1ccc(-c2cc(C(F)(F)F)n3nc(C(=O)N4CCOCC4)c(Cl)c3n2)cc1 | 21% |
| CCOc1ccc(-c2nnc(NC(=O)Nc3ccccc3)s2)cc1 | 36% |
| COc1ccc(S(=O)(=O)n2nnc3ccccc32)cc1 | 4% |
| O=C(/C=C/c1ccc2c(c1)OCO2)Nc1ccc(Cl)c(Cl)c1 | 41% |
| C=CCNC(=O)c1ccc(-c2ccc([N+](=O)[O-])cc2)o1 | 4% |
| O=C(COC(=O)c1ccccc1I)c1ccc([N+](=O)[O-])cc1 | 6% |
| CC(=O)c1cc(C(=O)Nc2ccc3ccccc3c2)c(C)o1 | 8% |
| COc1ccc(OC)c(NC(=O)CCCc2ccccc2)c1 | 4% |
| CCSCCOC(=O)C1=C(C)NC2=C(C(=O)CCC2)C1c1cc(Cl)c(O)c(OC)c1 (stereo not drawn) | 16% |
| CC(C)Oc1ccc(C(=O)NC(=S)Nc2ccc3c4c(cccc24)CC3)cc1 | 24% |
| Clc1ccccc1CN1CCN(C2CCCC2)CC1 | 0% |
| COc1ccc(OCCCOc2ccc([N+](=O)[O-])cc2)cc1 | 6% |
| O=C1/C(=C/c2c(F)cccc2Cl)SC(=S)N1c1cccc(Cl)c1 | 22% |

An excerpt; rates above refer to the full screens.
